NadD inh = blocks S. aureus nicotinate mononucleotide adenylyltransferase; purified NadD enzyme, colorimetric absorbance read-out; inhibition, % at 20 µM; actives 0.78% (n = 360,000); AID 602399; in the data active = inhibition above about 26%; note: some compounds past the cut are filed as inactive
TbMetRS inhib = blocks T. brucei methionyl-tRNA synthetase activity | purified T. brucei MetRS, ATP depletion, Kinase-Glo luminescence | AID 624268 | inhibition, % at 11.9 µM | actives 0.4% (n = 360,000);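 active = inhibition above a per-plate cutoff of the control wells' mean inhibition plus 3 SD, cut at about 5.5% in these data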;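 note: 0% = DMSO wells median and 100% = median of wells with control inhibitor compound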
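assay system = parasite MetRS enzyme | timing = 15 min preincubation, 2 h reaction, all 25 °C | evaluation = percent inhibition relative to median high and low control wells | medium = HEPES buffer containing pyrophosphatase, BSA, spermine, DTT | compound = single dose, 11.9 µM final nominal, 0.9% final DMSO | detection = Kinase-Glo luminescence, ATP depletion format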
SUMO1-SIM PPI = SUMO1-SIM interaction modulation | P63165 | SUMO1 binding to a labelled peptide, TR-FRET, 1 h | inhibition, % at 20 µM | actives 0.33% (n = 360,000) | AID 602429; in the data active = inhibition above about 37%
Target sequence (P63165 whole entry, looked up): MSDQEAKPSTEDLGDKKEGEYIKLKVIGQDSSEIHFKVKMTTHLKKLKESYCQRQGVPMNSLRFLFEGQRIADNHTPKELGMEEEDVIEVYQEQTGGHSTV
Scp-1 inhibitor = blocks human Scp-1 phosphatase activity | Q9GZU7 | Recombinant Scp1, phosphopeptide, malachite green phosphate absorbance | inhibition, % at 20 µM | actives 0.88% (n = 340,000) | AID 493091;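 active = inhibition above about 50% at 20 µM, limit read from the data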;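 note: plate controls were DMSO wells with enzyme for no effect and wells lacking enzyme for full effect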
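System: SCP-1 catalytic domain; Reagent: Phospho 17-mer peptide substrate; Doses: one concentration, 20 µM, with 1.0% DMSO; Incubation: 45 min room-temperature reaction, 5 min colour, 30 min stabiliser; Signal: Phosphate-binding colour reagent, absorbance read at 630 nm.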
DNMT1 block = blocks human DNA methyltransferase DNMT1 | DNMT1 molecular beacon, Hinp1I cleavage, fluorescence | actives 0.83% (n = 360,000) | P26358 | AID 588458 | inhibition (reported as % activation of signal), % at 10 µM; in the data active = inhibition above about 50%
LMPTP block = LMPTP (human) inhibition. P24666. recombinant LMPTP-A, OMFP fluorogenic substrate, fluorescence intensity. inhibition, % at 20 µM. actives 0.22% (n = 360,000). AID 651560;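 active = compounds that cut the enzyme signal by at least half of the control window in the single-dose screen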;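 note: plate controls were DMSO wells with enzyme plus substrate for no effect and substrate without enzyme for full effect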
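Test system: LMPTP-A phosphatase enzyme; input: 0.625 nM LMPTP-A final; reagent: OMFP substrate, 400 µM final; compound dosing: 20 µM single dose, 3% DMSO; incubation: 50 min dark incubation at room temperature; measured by: endpoint fluorescence intensity from OMFP dephosphorylation; measure: % inhibition relative to no-enzyme and uninhibited control wells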
CSN deneddyl inh = blocks human CSN-mediated cullin deneddylation | inhibition, % at 12.5 µM | actives 0.38% (n = 360,000) | Q92905 | Purified CSN, SCF-Nedd8-OG deneddylation, fluorescence polarization;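 active = pattern-corrected inhibition above about 35%, with an unprinted fluorescence ratio check between 0.5 and 1.5, limit read from the data, passing the limit was not always enough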;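 note: 0% = enzyme with substrate and 100% = substrate without enzyme; some results filed as inactive read as strong as hits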
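Schedule: reaction 90 min, room temperature / Assay system: HEK293T-derived human Csn5 enzyme / Input: Csn5 at 0.24 nM final / Measure: inhibition of Csn5 cleavage, % / Control set: substrate-only high control, full reaction low control / Technique: fluorescence polarization of the substrate / Buffer or medium: Tris/NaCl/DTT buffer, pH 7.5 / Reagent: SCFSkp2-Nedd8OG substrate at 10 nM final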
Rpn11 block = Rpn11 (human) deubiquitinase inhibition. calls only at 20 µM. human 26S proteasome, Ub4-pepOG fluorescence polarization; 20S core pre-blocked with epoxomicin. O00487. actives 0.59% (n = 360,000). AID 588493;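 active = inhibition at 20 µM, scaled to each plate's controls, above about 33%, limit read from the data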
Target sequence (O00487 whole entry, looked up): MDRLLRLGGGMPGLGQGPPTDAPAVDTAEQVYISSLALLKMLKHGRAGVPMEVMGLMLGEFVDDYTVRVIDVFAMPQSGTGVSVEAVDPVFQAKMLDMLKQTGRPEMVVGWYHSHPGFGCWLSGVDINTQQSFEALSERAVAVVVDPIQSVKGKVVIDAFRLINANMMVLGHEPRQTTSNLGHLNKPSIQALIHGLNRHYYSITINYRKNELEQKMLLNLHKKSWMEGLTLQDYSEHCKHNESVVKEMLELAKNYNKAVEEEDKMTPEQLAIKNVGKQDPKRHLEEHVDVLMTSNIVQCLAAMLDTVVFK
PABP1 MLLE inh = inhibitors of microRNA-mediated deadenylation, human PABP1 MLLE binding | actives 0.36% (n = 360,000) | AID 588489 | inhibition, % at 20 µM | GST-MLLE / FITC-PAM2 fluorescence polarization; in the data active = inhibition above about 35%, passing the limit was not always enough;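 note: plate controls were DMSO wells with GST-MLLE for no effect and wells lacking GST-MLLE protein for full effect; some results filed as inactive read as strong as hits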
STEP inh = STEP (human) phosphatase inhibition; inhibition, % at 20 µM; recombinant STEP, OMFP fluorogenic substrate, fluorescence; actives 0.25% (n = 360,000); AID 588621;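 active = inhibition at 20 µM, scaled per plate between control wells, above about 37%, limit read from the data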;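 note: 0% = DMSO with enzyme and substrate and 100% = substrate only without enzyme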
Target sequence (P54829 whole entry, looked up): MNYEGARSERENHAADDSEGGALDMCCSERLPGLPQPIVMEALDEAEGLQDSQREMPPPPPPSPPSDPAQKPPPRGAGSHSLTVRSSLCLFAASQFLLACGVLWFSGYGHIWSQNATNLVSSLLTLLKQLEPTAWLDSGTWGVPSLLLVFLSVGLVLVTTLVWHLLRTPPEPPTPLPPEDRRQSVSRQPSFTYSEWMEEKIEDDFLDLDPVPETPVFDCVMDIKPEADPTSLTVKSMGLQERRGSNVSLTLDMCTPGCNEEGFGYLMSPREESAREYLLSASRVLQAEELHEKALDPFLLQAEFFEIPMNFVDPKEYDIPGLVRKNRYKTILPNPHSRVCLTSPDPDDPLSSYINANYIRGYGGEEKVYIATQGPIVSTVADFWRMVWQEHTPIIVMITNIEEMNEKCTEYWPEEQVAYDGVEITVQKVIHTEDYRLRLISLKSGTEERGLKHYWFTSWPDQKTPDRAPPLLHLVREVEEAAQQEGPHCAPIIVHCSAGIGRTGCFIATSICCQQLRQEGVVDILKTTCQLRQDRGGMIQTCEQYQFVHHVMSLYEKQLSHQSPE
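Also added – OMFP at 25 µM · Test system – STEP tyrosine phosphatase · Technique – FITC-channel fluorescence of OMFP product · Schedule – 20 min at room temperature, dark · Evaluation – control-normalized % inhibition with plate pattern correction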
Starred values were filed as active, the others as inactive; i = inactive; nt = no result given.

(1) CC(C)c1nc(SCC(=O)Nc2nccs2)c2ccccc2n1
(2) COC(=O)c1sc(NC(=O)C2c3ccccc3Oc3ccccc32)c(C(=O)OC)c1C
(3) Cc1[nH]c2ccccc2c1C(=O)C(=O)N1CC=C(c2ccccc2)CC1
(4) Cc1ccc(SCCNC(=O)/C=C/c2ccc(Cl)cc2)cc1
(5) CCc1nc2ccc(C(=O)N3CCN(c4ccccc4)CC3)cn2c1N(CCC(C)C)CCN(C)C
(6) COc1ccc(N2CC(O)=C(c3nc(-c4ccc(F)cc4)cs3)C2=N)cc1Cl
(7) CC(C)c1ccc(NC(=O)C[n+]2ccn(C3=C([O-])c4ccccc4C3=O)c2)cc1
(8) O=S(=O)(/C=C/c1ccccc1)NC1CCCCCC1

assay / entry	1	2	3	4	5	6	7	8
NadD inh	-1	9	2	6	-3	13	9	-7
TbMetRS inhib	-0.3	-0.4	9.1*	-0.7	-0.1	-0.3	-0.3	-0.7
SUMO1-SIM PPI	0	-1	-2	1	-5	-3	-5	0
Scp-1 inhibitor	2	-7	-7	-4	nt	4	26	-5
DNMT1 block	3	2	-5	1	-1	-10	-7	3
LMPTP block	-0.6	1.0	0.7	-0.3	0.5	-1.8	1.2	1.3
CSN deneddyl inh	2	-5	1	2	-1	-2	2	-6
Rpn11 block	i	i	i	i	i	i	i	i
PABP1 MLLE inh	-3	8	1	-12	4	-9	9	-5
STEP inh	0	3	2	-3	-1	-2	0	-3

(9) NNC(=O)c1snnc1-c1ccccc1
(10) CC1Cc2ccccc2N1C(=O)COC(=O)c1ccco1 (stereo not drawn)
(11) CCn1c(CNC(=O)c2ccccc2F)nnc1SCC(=O)NC1CCCCC1
(12) COC(=O)c1ccc(CSc2n[nH]c(C)n2)o1
(13) CC(=O)CSc1nnc(C(F)(F)F)n1C
(14) COc1ccc(-c2noc(COc3ccc(C)c(C)c3)n2)cc1OC
(15) C=C1CCN([C@H](C(=O)OCc2cccc(C)c2)C(C)C)S(=O)(=O)c2ccccc21
(16) COCc1cccc(C2=CC(=O)C[C@H](c3ccc(OC)cc3)C2)c1

assay / entry	9	10	11	12	13	14	15	16
NadD inh	3	0	3	0	-1	-14	5	-2
TbMetRS inhib	0.0	-0.3	-0.8	-0.7	2.5	-0.7	-0.1	-0.4
SUMO1-SIM PPI	-1	0	4	-8	0	3	-4	-29
Scp-1 inhibitor	-4	nt	-1	-11	-4	-16	-1	-3
DNMT1 block	1	3	0	-2	0	-8	3	0
LMPTP block	-1.8	-1.8	-1.7	-3.3	-1.4	3.5	2.7	0.8
CSN deneddyl inh	-1	-4	4	-4	1	2	99	0
Rpn11 block	i	i	i	i	i	i	i	i
PABP1 MLLE inh	-33	8	13	0	-37	9	16	-1
STEP inh	1	3	0	2	0	-2	0	1

(17) Cc1nn(Cc2c(Cl)cccc2Cl)c(C)c1N
(18) CSc1ccc(S(=O)(=O)NCC(=O)OCC(=O)N2CCC(C)CC2)cc1[N+](=O)[O-]
(19) Cc1cc(C(=O)CN2C(=O)NC(c3ccccc3)(c3ccccc3)C2=O)c(C)n1Cc1ccccc1
(20) COc1ccccc1NC(=O)Cc1csc(NC(=S)Nc2ccc(C)cc2)n1
(21) O=C(COC(=O)c1ccc(Cl)nc1)Nc1ccc2ccccc2c1
(22) CCc1ccc(OCC(=O)N(C)CCC#N)c(Br)c1
(23) Cc1cc(C)n(CC(O)COc2ccc(Cl)cc2)n1 (stereo not drawn)
(24) O=C(NCCNCC(O)COc1ccc(O)cc1)N1CCOCC1 (stereo not drawn)

assay / entry	17	18	19	20	21	22	23	24
NadD inh	-3	0	0	18	-3	-3	-8	3
TbMetRS inhib	-0.4	-0.2	-0.8	-0.5	-0.1	-1.2	-0.8	-0.8
SUMO1-SIM PPI	2	-36	0	-2	3	4	2	3
Scp-1 inhibitor	-4	-7	-18	-5	4	9	-4	-9
DNMT1 block	4	3	-3	-12	-1	3	0	0
LMPTP block	-0.8	-0.2	1.4	2.8	1.2	0.9	-2.2	-2.0
CSN deneddyl inh	-4	-2	0	-1	0	-12	5	4
Rpn11 block	i	i	i	i	i	i	i	i
PABP1 MLLE inh	-9	-2	-13	26	-15	8	6	-1
STEP inh	-1	3	1	0	1	-5	-3	0

(25) CCCCNC(=O)CSc1ccc(S(=O)(=O)N2CCOCC2)cn1
(26) COc1cccc(C2CC(c3cccs3)Nc3ncnn32)c1 (stereo not drawn)
(27) Cc1ccccc1C(=O)Nc1ccc(C(=O)O)cc1NC(=O)c1ccccc1C
(28) COc1cc(/C=C/CNC[C@H]2O[C@@H](n3ccc(N)nc3=O)[C@H](O)[C@@H]2O)ccc1O
(29) C/C(=N\N=C(N)N)c1ccc(Cl)c(Cl)c1
(30) O=C(O)CCc1ccc(-c2ccc(F)cc2)n1NC(=O)c1ccco1
(31) CCn1c(-c2ccc3[nH]c(C)c(C)c3c2)n[nH]c1=S
(32) CC(=O)C1C(=O)CC(C)(O)C(C(C)=O)C1c1ccc(N(C)C)cc1 (stereo not drawn)

assay / entry	25	26	27	28	29	30	31	32
NadD inh	3	-3	-6	1	-9	5	-2	5
TbMetRS inhib	-0.3	-0.9	0.7	-0.8	-0.6	-0.9	0.2	-0.7
SUMO1-SIM PPI	-2	-2	3	-3	3	0	7	-4
Scp-1 inhibitor	-3	-2	-4	nt	-7	-11	0	-2
DNMT1 block	5	9	0	3	2	-1	1	0
LMPTP block	-2.2	-3.2	-2.5	-2.4	-0.2	-1.3	-0.5	-0.6
CSN deneddyl inh	-3	0	-2	0	3	3	-4	0
Rpn11 block	i	i	i	i	i	i	i	i
PABP1 MLLE inh	9	5	9	-9	6	4	-4	-10
STEP inh	-3	-4	0	-1	2	-4	3	0

(33) O=C(NNC(=O)c1ccc(-c2ccccc2)cc1)Nc1ccccc1F
(34) NC(=O)CN1C(=O)C2C3C=CC(C3)C2C1=O (stereo not drawn)
(35) CCO[C@@H]1OC(C(=O)N2CCN(Cc3ccccc3)CC2)=C[C@H](C)[C@H]1CCCO
(36) O=C(NC(=S)Nc1ccc(N2CCOCC2)cc1)c1cccc(Cl)c1Cl
(37) CCC(NC(=O)c1ccccc1NC(=O)c1ccco1)C(=O)NC1CCCCC1 (stereo not drawn)
(38) O=C(CN(c1ccccc1)S(=O)(=O)c1ccc(Cl)cc1)Nc1cccnc1
(39) Cc1c(=O)n(OCc2ccccn2)c2ccccc2[n+]1[O-]
(40) CC(C)CC(=O)Nc1cc2c3c(c1)CCN3C(=O)CC2

assay / entry	33	34	35	36	37	38	39	40
NadD inh	0	-4	2	-2	-2	-4	3	-3
TbMetRS inhib	-0.2	-0.3	-0.2	0.0	-0.5	-0.3	-0.4	-0.7
SUMO1-SIM PPI	6	1	2	1	0	6	-20	-3
Scp-1 inhibitor	7	-2	-8	-15	-4	-1	0	-2
DNMT1 block	1	2	4	-2	3	-2	-3	1
LMPTP block	5.7	-2.3	-1.8	2.4	0.1	-0.7	0.0	-1.0
CSN deneddyl inh	-3	3	-3	-2	-1	4	-4	2
Rpn11 block	i	i	i	i	i	i	i	i
PABP1 MLLE inh	-10	5	11	19	-3	6	-7	14
STEP inh	3	-6	-4	1	1	1	2	-2

(41) COc1ccc(NC(=O)COc2ccc(-c3ccccc3)cc2)cc1
(42) CCC(=O)N1CCC1(C)C(=O)Nc1cccc2c1CCCC2 (stereo not drawn)
(43) CCOC(=O)/C(=C\c1ccc(OC)c(OC)c1)C(=O)c1cccnc1
(44) CSc1nc2c(cc1C#N)C(=O)CC(C)(C)C2
(45) CN(Cc1ccon1)C(=O)CC1C(=O)NCCN1Cc1cccc(F)c1F (stereo not drawn)
(46) Cc1nnc(N2C(=O)c3cccc4cccc(c34)C2=O)s1
(47) CN1CCN(C(=O)/C=C/c2ccc([N+](=O)[O-])cc2)CC1

assay / entry	41	42	43	44	45	46	47
NadD inh	1	-1	4	-6	-1	-3	-1
TbMetRS inhib	-0.3	0.1	-0.4	0.1	0.0	-1.1	-0.2
SUMO1-SIM PPI	-3	-7	-3	17	-1	-31	-25
Scp-1 inhibitor	-4	nt	6	-5	-7	-2	-8
DNMT1 block	8	4	0	-4	-4	0	-1
LMPTP block	-0.7	-1.9	0.5	-1.4	-1.5	0.1	-1.1
CSN deneddyl inh	-3	3	-1	2	-1	4	-9
Rpn11 block	i	i	i	i	i	i	i
PABP1 MLLE inh	-5	-7	18	-1	11	0	11
STEP inh	-1	3	0	1	3	-4	-3

4 entries drawn at random from those above:
(39) Cc1c(=O)n(OCc2ccccn2)c2ccccc2[n+]1[O-]
(31) CCn1c(-c2ccc3[nH]c(C)c(C)c3c2)n[nH]c1=S
(23) Cc1cc(C)n(CC(O)COc2ccc(Cl)cc2)n1 (stereo not drawn)
(5) CCc1nc2ccc(C(=O)N3CCN(c4ccccc4)CC3)cn2c1N(CCC(C)C)CCN(C)C

assay / entry	39	31	23	5
NadD inh	3	-2	-8	-3
TbMetRS inhib	-0.4	0.2	-0.8	-0.1
SUMO1-SIM PPI	-20	7	2	-5
Scp-1 inhibitor	0	0	-4	nt
DNMT1 block	-3	1	0	-1
LMPTP block	0.0	-0.5	-2.2	0.5
CSN deneddyl inh	-4	-4	5	-1
Rpn11 block	i	i	i	i
PABP1 MLLE inh	-7	-4	6	4
STEP inh	2	3	-3	-1

High-throughput results as filed in PubChem BioAssay.
